Screening results: PubChem BioAssay, several laboratories
CIT2-GFP yeast: modulators of TOR pathway CIT2-GFP in S. cerevisiae; S. cerevisiae CIT2-GFP strain, flow cytometry, 3 h; 100 means same as DMSO wells; actives 0.065% (n = 320,000); AID 2029; GFP response vs DMSO, % at 10 µM;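 active means GFP response relative to DMSO above a set limit, near the screen mean plus 3 SD, cut at about 150% in these data; inconclusive means Fewer than 70 cells measured for a yeast strain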;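 further: ratio of well median GFP fluorescence to mean of DMSO wells on the plate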
LAP4-GFP MLPCN: yeast TOR pathway LAP4-GFP modulation | GFP response vs DMSO, % at 10 µM | actives 0.34% (n = 320,000) | S. cerevisiae LAP4-GFP multiplex, flow cytometry GFP, 3 h; median GFP as percent of DMSO wells;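 active means GFP response vs DMSO above a set limit, about the screen mean plus 3 SD, cut at about 150% in these data; inconclusive means under 70 cell events counted for the yeast strain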
RPL19A TOR yeast: yeast TOR pathway RPL19A-GFP modulation; actives 0.3% (n = 330,000); S. cerevisiae RPL19A-GFP strain, flow cytometry, 3 h; stronger effect = lower value; percent response vs DMSO, % at 10 µM;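 active means percent response vs DMSO below 50%; inconclusive means fewer than 70 events counted for the yeast strain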;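 further: median channel GFP fluorescence of the barcoded RPL19A-GFP strain; ratio of sample median GFP to plate DMSO average so 100% = DMSO; lower means less RPL19A-GFP as with rapamycin TOR inhibition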
MEP2-GFP yeast: modulators of TOR pathway MEP2-GFP in S. cerevisiae; S. cerevisiae MEP2-GFP strain, flow cytometry GFP, 3 h; 100% = DMSO control level; GFP response vs DMSO, % at 10 µM; actives 0.51% (n = 330,000); AID 2016;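 active means GFP response versus DMSO above a set limit, roughly screen mean plus 3 SD, cut at about 180% in these data; inconclusive means fewer than 70 cells counted for a yeast strain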;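 further: median GFP fluorescence of the barcode-gated MEP2-GFP cells per well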
VLA-4 inh: inhibition in a human VLA-4 binding assay; P13612; inhibition, % (about 7 µM as worked out from the volumes in the protocol); VLA-4 expressing cells, ligand binding flow cytometry; actives 0.2% (n = 330,000); in the data active means inhibition above about 50%
Target sequence (P13612 whole entry, looked up): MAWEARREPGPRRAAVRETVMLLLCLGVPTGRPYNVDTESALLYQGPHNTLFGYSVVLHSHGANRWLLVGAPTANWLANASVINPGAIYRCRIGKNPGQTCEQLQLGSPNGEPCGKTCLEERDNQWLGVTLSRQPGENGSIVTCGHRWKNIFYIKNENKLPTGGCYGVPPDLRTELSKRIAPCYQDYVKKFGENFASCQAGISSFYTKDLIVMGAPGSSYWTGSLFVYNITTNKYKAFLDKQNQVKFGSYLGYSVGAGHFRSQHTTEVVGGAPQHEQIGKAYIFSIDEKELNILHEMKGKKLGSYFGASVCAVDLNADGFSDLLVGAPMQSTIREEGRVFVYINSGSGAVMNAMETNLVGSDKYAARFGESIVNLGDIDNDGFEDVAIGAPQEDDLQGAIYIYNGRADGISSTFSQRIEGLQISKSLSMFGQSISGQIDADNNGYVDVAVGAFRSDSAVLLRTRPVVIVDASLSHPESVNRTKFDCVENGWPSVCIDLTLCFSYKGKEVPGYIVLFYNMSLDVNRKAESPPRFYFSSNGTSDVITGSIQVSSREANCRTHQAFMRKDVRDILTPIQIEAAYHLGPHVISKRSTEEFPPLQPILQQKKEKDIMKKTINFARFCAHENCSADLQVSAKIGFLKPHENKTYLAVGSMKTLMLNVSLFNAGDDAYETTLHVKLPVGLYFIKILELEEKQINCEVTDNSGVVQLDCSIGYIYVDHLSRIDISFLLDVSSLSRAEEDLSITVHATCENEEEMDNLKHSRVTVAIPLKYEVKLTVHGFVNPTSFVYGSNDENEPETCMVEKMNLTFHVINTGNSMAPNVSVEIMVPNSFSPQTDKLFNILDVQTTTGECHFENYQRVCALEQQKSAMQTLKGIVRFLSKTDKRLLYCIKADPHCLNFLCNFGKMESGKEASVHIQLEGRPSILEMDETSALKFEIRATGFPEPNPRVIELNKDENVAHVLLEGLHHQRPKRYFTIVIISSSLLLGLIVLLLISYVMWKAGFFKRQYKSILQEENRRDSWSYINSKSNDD
GASC-1 inh: inhibitors of human GASC-1 (JMJD2C) demethylase; GST-JMJD2C(1-420) H3K9me3 demethylation, DELFIA europium; Q9H3R0; inhibition, % at 2.35 µM; AID 2099; actives 0.069% (n = 330,000);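 active means more than half of a compound's replicate wells show inhibition beyond 50%, single wells judged on their own value; inconclusive means some, but no more than half, of replicates pass 50% inhibition; inactive means no replicate passes 50% inhibition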;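 further: signal counts dimethyl H3K9 product captured on neutravidin plate; 0% = median of DMSO wells and 100% = 0.3 times that DMSO median; strong numbers were not always called active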
AGP1 TOR yeast: yeast TOR pathway AGP1-GFP modulation | S. cerevisiae AGP1-GFP multiplex flow cytometry, 3 h; GFP as percent of DMSO wells | GFP response vs DMSO, % at 10 µM | actives 0.02% (n = 320,000);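 active means GFP response relative to DMSO above a set limit, near screen average plus 3 SD, cut at about 150% in these data; inconclusive means fewer than 70 cells counted for the yeast strain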;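 further: median GFP channel fluorescence of the gated AGP1 strain per well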
GRK2 inh: human GRK2 inhibition via aptamer displacement; P25098; bead flow cytometry, FAM-aptamer displacement from GRK2; inhibition of aptamer binding, % at 10 µM; actives 0.59% (n = 330,000); AID 488847;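 active means inhibition of aptamer binding above 40%, roughly 3 SD of noise, on plates passing a quality check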;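 further: median bead fluorescence of bound FAM aptamer so fluorescent compounds give negative values; no value below 0 was filed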
Starred values were filed as active, the others as inactive; ? = inconclusive; . = not tested or not shown; [ ] = another dose, or the depositor's remark. Rows were taken by chance; overall some 1.7% were active at least once.

no.	Compound	CIT2-GFP yeast	LAP4-GFP MLPCN	RPL19A TOR yeast	MEP2-GFP yeast	VLA-4 inh	GASC-1 inh	AGP1 TOR yeast	GRK2 inh
1	C=CCn1cc(C(=O)NCCOC)c(=O)c2cc(S(=O)(=O)N(CC)CC)ccc21	98.4	96.8	96.0	102.7	2.2	-24.6	97.1	1.0
2	O=C(COC(=O)c1ccccc1SCC(=O)NC1CCCCC1)NC1CCCCC1	104.1	94.7	100.7	104.4	-3.9	-3.0	101.0	0.0
3	O=C(Nc1ccc(S(=O)(=O)N2CCCC2)cc1)C1CC(=O)N(c2ccc(F)cc2)C1 (stereo not drawn)	102.6	92.7	103.5	104.0	9.5	-25.5	94.6	0.0
4	COc1ccccc1N(CC(=O)NCCSCc1ccc(C)cc1)S(=O)(=O)c1ccccc1	95.3	91.2	101.4	99.7	-8.6	8.2	105.7	2.0
5	COC(=O)COc1ccc(C(=O)Cn2c(NCCCO)nc3ccccc32)cc1	97.2	106.9	101.5	101.6	-4.4	15.4	108.1	1.0
6	Cc1c(Br)cc(C(=O)N2CCCC2)c(C)c1C	90.1	96.6	94.5	95.5	24.9	1.5	98.3	0.0
7	CSc1ncccc1C(=O)OCC(=O)c1cc2ccccc2o1	93.5	113.8	94.9	108.4	8.3	0.8	95.4	1.0
8	Cc1c(Cl)cccc1NC(=O)CSc1nnc(CCNC(=O)OC(C)(C)C)o1	106.7	94.0	104.3	90.1	-26.8	-0.2	108.6	4.0
9	O=c1[nH]c(SCc2ccc(F)cc2)nc2c1cnn2-c1ccc(F)cc1	93.7	90.9	102.4	93.3	-12.0	5.3	96.5	1.0
10	O=C(NCc1ccccc1Cl)NC(=O)c1csc([N+](=O)[O-])c1	106.0	114.2	98.9	100.6	10.5	-1.8	110.0	1.0
11	Cn1c(=O)n(C)c2cc(/C=N/NC(N)=S)ccc21	96.7	95.4	90.8	95.8	36.3	18.4	98.6	2.0
12	Cc1ccc(C(=O)N2CCC3(CC2)Oc2ccc(Cl)cc2C(=O)C32CC(c3ccc(Cl)cc3)=NO2)s1 (stereo not drawn)	103.5	96.8	100.0	99.5	16.4	-19.7	104.0	1.0
13	CC(C)CN(C(=O)CSc1ccc2c(c1)OCCO2)c1c(N)n(CC(C)C)c(=O)[nH]c1=O	95.0	109.8	98.8	105.9	0.8	.	105.7	0.0
14	CCOC(=O)NN1C(=O)c2ccccc2NC1c1cccs1 (stereo not drawn)	100.6	97.2	104.7	117.1	5.3	-20.2	98.7	0.0
15	COc1cc(CC(=O)OCC(=O)Nc2sccc2C(N)=O)cc(OC)c1OC	88.3	85.6	96.1	95.2	23.4	-2.9	91.8	3.0
16	CCOC(=O)C1=C(c2ccccc2)O/C(=C(/C(=O)OC)C(F)(F)F)S1	100.3	93.3	97.8	102.3	-3.4	9.0	96.8	0.0
17	CCOc1ccc(NC(=O)C2CCCN2C(=O)NC2CCCCC2)cc1 (stereo not drawn)	108.3	107.3	103.8	115.9	-3.7	2.2	108.2	1.0
18	N#Cc1c(NC(=O)COC(=O)c2ccc(F)cc2)sc2c1CCC2	102.5	102.4	102.0	110.5	12.4	5.8	104.7	1.0
19	Cc1c(C(c2ccc([N+](=O)[O-])cc2)c2c(C)n(C)n(-c3ccccc3)c2=O)c(=O)n(-c2ccccc2)n1C	105.3	100.9	101.3	103.8	-3.8	31.7	103.6	0.0
20	COC(=O)Cc1n[nH]c(=O)c2ccccc12	?	75.5[may fluoresce violet]	61.0[may fluoresce violet]	299.3*[may fluoresce violet]	12.7	-10.3	?	7.0
21	COc1cccc(-n2c(C)c(C(C)=O)c(C(C)=O)c2C)c1	97.5	100.6	100.3	98.7	-5.2	0.5	100.8	2.0
22	CCOc1c(S(=O)(=O)N2CCCC2)ccc(Cl)c1Cl	88.2	93.5	89.8	87.1	8.9	-0.3	93.3	2.0
23	Cc1ccc(N(C(=O)CNC(=O)c2ccco2)C(C(=O)NC2CCCCC2)c2cccnc2)cc1F (stereo not drawn)	109.5	100.7	104.9	101.3	-0.4	-9.2	104.8	0.0
24	CCN(C(=O)CSc1nc2ccccc2n1CCc1ccccc1)C1CCS(=O)(=O)C1 (stereo not drawn)	89.3	96.8	91.0	93.8	-4.7	6.7	90.8	2.0
25	Cc1ccnc(NC(=O)COC(=O)c2ccc(F)cc2F)n1	95.7	107.6	103.3	102.3	0.1	4.5	105.8	24.0
26	COc1ccc(-c2noc3c2-c2nc(-c4ccccc4C)sc2CC3)cc1	87.5	132.6	100.9	100.4	-13.7	11.1	90.0	3.0
27	O=C(COC(=O)Cc1n[nH]c(=O)c2ccccc12)Nc1cccc(C(F)(F)F)c1	104.0	102.0	96.9	101.4	-5.5	3.7	105.2	0.0
28	CCNC(=O)c1nc[nH]c1C(=O)NCC	98.8	97.7	100.2	105.2	1.7	-2.3	105.2	1.0
29	COc1ccc(C2CC(=O)C3=C(C2)Nc2ccccc2NC3c2coc3ccccc3c2=O)cc1OC (stereo not drawn)	103.0	92.3	96.5	94.9	5.3	-4.7	99.5	0.0
30	Cc1ccnc(NS(=O)(=O)c2ccc(Oc3ccccc3)cc2)c1	108.0	101.5	107.8	119.0	21.7	-1.2	120.4	3.0

Of the compounds above, these have a thiophene ring, fused or not:
no.	Compound	CIT2-GFP yeast	LAP4-GFP MLPCN	RPL19A TOR yeast	MEP2-GFP yeast	VLA-4 inh	GASC-1 inh	AGP1 TOR yeast	GRK2 inh
10	O=C(NCc1ccccc1Cl)NC(=O)c1csc([N+](=O)[O-])c1	106.0	114.2	98.9	100.6	10.5	-1.8	110.0	1.0
12	Cc1ccc(C(=O)N2CCC3(CC2)Oc2ccc(Cl)cc2C(=O)C32CC(c3ccc(Cl)cc3)=NO2)s1 (stereo not drawn)	103.5	96.8	100.0	99.5	16.4	-19.7	104.0	1.0
14	CCOC(=O)NN1C(=O)c2ccccc2NC1c1cccs1 (stereo not drawn)	100.6	97.2	104.7	117.1	5.3	-20.2	98.7	0.0
15	COc1cc(CC(=O)OCC(=O)Nc2sccc2C(N)=O)cc(OC)c1OC	88.3	85.6	96.1	95.2	23.4	-2.9	91.8	3.0
18	N#Cc1c(NC(=O)COC(=O)c2ccc(F)cc2)sc2c1CCC2	102.5	102.4	102.0	110.5	12.4	5.8	104.7	1.0

Compounds listed so far containing two or more sulfur atoms (2):
no.	Compound	CIT2-GFP yeast	LAP4-GFP MLPCN	RPL19A TOR yeast	MEP2-GFP yeast	VLA-4 inh	GASC-1 inh	AGP1 TOR yeast	GRK2 inh
4	COc1ccccc1N(CC(=O)NCCSCc1ccc(C)cc1)S(=O)(=O)c1ccccc1	95.3	91.2	101.4	99.7	-8.6	8.2	105.7	2.0
24	CCN(C(=O)CSc1nc2ccccc2n1CCc1ccccc1)C1CCS(=O)(=O)C1 (stereo not drawn)	89.3	96.8	91.0	93.8	-4.7	6.7	90.8	2.0

Remaining list, next part:
no.	Compound	CIT2-GFP yeast	LAP4-GFP MLPCN	RPL19A TOR yeast	MEP2-GFP yeast	VLA-4 inh	GASC-1 inh	AGP1 TOR yeast	GRK2 inh
31	NC(=O)c1cc([N+](=O)[O-])cc2c1C=Cc1ccccc1O2	104.7	109.4	96.0	121.4	1.6	-16.8	99.9	1.0
32	COc1cc(NC(=O)c2cccs2)c(OC)cc1NC(=O)c1ccco1	107.4	96.1	101.5	110.7	7.7	-2.6	107.9	0.0
33	COC(=O)C1=C(C)N(Cc2ccccc2)C(=NCc2ccc(OC)cc2)N[C@H]1c1ccccc1	75.0	82.7	100.1	94.2	-12.9	-19.9	80.5	0.0
34	COc1cccc(C(=O)Nc2sc3c(c2C(=O)O)CCCC3)c1	114.7	106.9	98.5	148.2	3.4	1.4	97.2	4.0
35	N/C(Cn1cncn1)=N\NC(=O)C(=O)Nc1ccccc1	101.3	109.2	98.2	107.4	9.3	2.9	103.7	0.0
36	CC(NC(=O)c1noc2c1CCCCC2)c1ccccc1 (stereo not drawn)	86.9	117.5	95.2	95.8	8.3	4.5	98.8	0.0
37	CC(C)N1CC(COc2ccccc2Cl)OC1=O (stereo not drawn)	95.7	96.0	98.0	93.5	2.0	22.9	102.4	0.0
38	CCOCCN1CCN(C2c3ccccc3CSc3ccccc32)CC1 (stereo not drawn)	?	105.0[may fluoresce violet]	64.2[may fluoresce violet]	257.0*[may fluoresce violet]	0.9	14.7	?	0.0
39	CCOC(=O)c1cc2ccc3ccccc3c2s1	97.2	97.0	99.1	102.0	1.3	2.5	97.8	2.0
40	CCOc1cc(C(=O)NCc2ccccc2)ccc1OCC(=O)N1CCCCC1	88.2	97.6	96.4	93.8	3.1	-2.2	96.6	0.0
41	CC(O/N=C/c1ccc(OC(F)F)cc1)C(=O)Nc1cccc(S(=O)(=O)N2CCOCC2)c1 (stereo not drawn)	102.0	99.8	104.5	102.9	-19.1	-7.5	103.5	0.0
42	COc1ccc(CC(=O)NCCCSc2ccccc2)cc1OC	98.2	90.0	111.0	106.1	-14.0	-30.2	95.8	.
43	CC(=O)C(Cc1ccccc1)(Cc1ccccc1)C(C)=O	105.4	88.4	106.1	106.6	3.9	-5.1	104.3	1.0
44	Cc1nc(C)c(C(=O)Nc2cccc(F)c2)s1	95.7	106.3	98.5	118.3	14.2	32.4	89.9	1.0
45	CC(C)c1nnc(NC(=O)c2nc(S(=O)(=O)Cc3ccc(F)cc3)ncc2Cl)s1	106.3	99.0	100.8	112.2	15.5	15.0	100.1	0.0
46	CCCCN(C)S(=O)(=O)c1cc(Br)cc2c1N(C(=O)C1CC1)CC2	92.0	91.6	98.0	97.8	11.2	2.7	97.3	0.0
47	COCc1c(C(=O)OCC(=O)NCCN2C(=O)CSC2=O)oc2ccccc12	97.6	95.5	101.1	113.0	13.8	-5.6	92.5	0.0
48	CCc1nnc(NC(=O)c2cccc(S(=O)(=O)N3CCN(C(C)=O)CC3)c2)s1	85.9	100.8	102.5	98.6	-0.4	8.7	106.9	0.0
49	CCc1ccc(C(=O)NNc2ccc(C)c(Cl)c2)cc1	.	.	97.0	92.6	0.0	-12.2	.	2.0
50	Cc1[nH]c2ccccc2c1/C=C(/C#N)C(=O)NC(C)C	107.5	97.8	106.9	105.4	-7.2	-5.5	102.8	0.0
51	Cc1ccc(NC(N)=S)cc1	91.1	82.0	97.5	96.3	7.0	2.6	92.2	0.0
52	Cc1ccc(NC(=O)Nc2cccc3ccccc23)cc1	97.3	90.6	98.0	99.5	-3.3	-6.9	94.4	0.0
53	COCc1cc(=O)[nH]c2cc(NC(=O)c3cccc(OC)c3)c(C)cc12	104.0	93.3	105.8	104.8	0.2	-8.2	106.5	0.0
54	O=C(CNC(=O)c1cccc(Cl)c1)N/N=C/c1cccnc1	99.1	109.7	99.3	101.4	18.9	-2.8	104.6	3.0
55	Cc1ccc(CNC(=O)CN2C(=O)c3ccccc3S2(=O)=O)cc1	100.1	100.6	102.4	105.1	15.6	-2.9	103.0	0.0
56	Oc1cccc(-c2nc3ccc4ccccc4c3c3c2CCC3)c1	87.8	138.0	87.4	87.0	19.1	2.4	76.8	2.0
57	COc1ccc(-c2nnn(CC(=O)N3CCOCC3)n2)cc1	.	87.8	94.5	93.8	-1.0	11.5	97.7	2.0
58	O=C(C1CCCN(S(=O)(=O)c2ccc(F)cc2)C1)N1CCCCCC1 (stereo not drawn)	110.8	100.9	106.7	105.9	2.5	-0.7	107.8	0.0
59	COc1cc(-c2nc(N)n[nH]2)cc(OC)c1OC	102.7	89.6	100.2	101.1	0.8	58.5	99.5	0.0
